PHOSPHO1 inh – blocks human PHOSPHO1 phosphatase activity | recombinant PHOSPHO1, absorbance phosphatase assay | AID 1565 | Q8TCT1 | hit rate 1.1% among 290,000 | inhibition, % at 13.3 µM; in the data active = inhibition above about 60%
Target sequence (Q8TCT1 whole entry, looked up): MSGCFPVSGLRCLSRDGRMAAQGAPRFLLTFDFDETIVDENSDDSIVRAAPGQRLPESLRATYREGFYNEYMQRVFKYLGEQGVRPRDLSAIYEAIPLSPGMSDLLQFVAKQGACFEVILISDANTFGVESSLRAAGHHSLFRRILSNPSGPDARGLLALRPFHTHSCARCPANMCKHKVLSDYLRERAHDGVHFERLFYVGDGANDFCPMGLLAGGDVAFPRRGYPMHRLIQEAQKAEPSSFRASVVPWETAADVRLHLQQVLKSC
GalR3 antag – blocks the human galanin receptor 3; inhibition, % at 3 µM; O60755; hit rate 0.44% among 360,000; HEK293 GalR3-CNG cAMP membrane potential fluorescence; galR3 body fused to GalR1 C-terminus;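 active = inhibition above the screen-wide average plus 3 SD, cut at about 13% in these data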;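 note: forskolin and galanin both at EC90 stimulate the cells; cAMP rise reported by CNG channel membrane potential dye signal; 0% = forskolin plus galanin with DMSO and 100% = forskolin alone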
Target sequence (O60755 1-299 limits assumed): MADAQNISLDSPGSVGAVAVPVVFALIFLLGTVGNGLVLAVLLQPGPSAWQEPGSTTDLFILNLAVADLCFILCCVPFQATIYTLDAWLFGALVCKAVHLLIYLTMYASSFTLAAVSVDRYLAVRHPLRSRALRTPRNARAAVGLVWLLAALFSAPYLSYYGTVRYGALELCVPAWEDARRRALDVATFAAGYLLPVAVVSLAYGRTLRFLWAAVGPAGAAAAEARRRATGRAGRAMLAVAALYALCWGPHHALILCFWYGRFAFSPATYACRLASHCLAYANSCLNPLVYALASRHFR
MEKK2 WT-MEK5 – raises or lowers MEK5 binding to wildtype human MEKK2 PB1 domain. Q9Y2U5. bead flow cytometry, Alexa488-MEK5 binding to MEKK2 WT; actives lie on both sides. binding response (% of control), % at 10 µM. hit rate 1.1% among 290,000. AID 1531; in the data active = binding response below about 67% or above about 130%
MEKK2mut PB1 HTS – signal of MEK5 binding to mutant human MEKK2 PB1 domain | hit rate 0.35% among 290,000 | bead flow cytometry, Alexa488-MEK5 binding to MEKK2 mutant | percent response, % at 10 µM; in the data active = percent response above about 24%, passing the limit was not always enough; note: inactives centre near 1; some results filed as inactive read as strong as hits; reference of the scale not given here
MEKK3 PB1 HTS – raises or lowers MEK5 binding to the human MEKK3 PB1 domain; Q99759; bead-based flow cytometry, Alexa488-MEK5 binding to MEKK3; actives lie on both sides; 0 = blocked by unlabeled MEK5, 100 = vehicle; binding response (% of control), % at 10 µM; hit rate 1.4% among 290,000; AID 1529;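 active = binding response more than 3 SD above or below the average of its plate-row segment, actives on both sides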;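 note: Alexa488 bead fluorescence after subtracting the streptavidin-only scavenger bead signal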
NALP1 inh – inhibitors of NALP1 inflammasome in yeast. S. cerevisiae NALP1/ASC/caspase-1 growth, X-gal OD620, 72 h. hit rate 0.61% among 280,000. AID 2071. inhibition, % at 10 µM; in the data active = inhibition mostly above about 24%, no sharp cut-off; inactive = mostly below about 32%; note: some compounds called inactive have numbers as strong as hits
OXTR ag – activates the human oxytocin receptor | P30559 | CHO-OTR cells, Fluo-8 calcium fluorescence; normalized: DMSO 0%, oxytocin 100% | activation, % at 3 µM | hit rate 0.32% among 320,000;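 active = activation above the mean of all tested compounds plus 3 SD, cutoff set per screening run, cut at about 20% in these data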;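 note: peak over basal fluorescence ratio from a 100 s FLIPR kinetic read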
Target sequence (P30559 whole entry, looked up): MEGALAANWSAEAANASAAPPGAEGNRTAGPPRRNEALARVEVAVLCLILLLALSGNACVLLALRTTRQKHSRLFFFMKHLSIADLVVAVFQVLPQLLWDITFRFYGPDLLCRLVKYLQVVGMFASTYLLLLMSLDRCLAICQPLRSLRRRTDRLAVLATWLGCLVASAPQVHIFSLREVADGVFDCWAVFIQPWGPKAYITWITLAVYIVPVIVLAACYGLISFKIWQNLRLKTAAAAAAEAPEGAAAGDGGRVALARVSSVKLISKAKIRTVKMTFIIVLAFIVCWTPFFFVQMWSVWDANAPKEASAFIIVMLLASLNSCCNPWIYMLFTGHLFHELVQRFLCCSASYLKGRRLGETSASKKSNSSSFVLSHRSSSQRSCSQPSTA
V1aR counter – V1a receptor agonism, counter-screen for OXTR agonists; CHO-V1R cells, Fluo-8 calcium fluorescence, agonist mode; 0% DMSO, 100% 3 nM vasopressin; P37288; hit rate 0.25% among 320,000; activation, % at 3 µM;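 active = activation above the mean activation of all tested compounds plus 3 SD, per screening run, cut at about 20% in these data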;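 note: signal is peak over basal fluorescence ratio across a 100 second FLIPR read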
GPR7 antagonist – blocks human GPR7 receptor signaling. P48145. GPR7-expressing cells, fluorescence antagonist assay. inhibition, % at 4.4 µM. hit rate 1.1% among 290,000; in the data active = inhibition above about 16%, passing the limit was not always enough;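 note: cells stimulated with the agonist NPW; 0% = agonist with vehicle and 100% = vehicle without agonist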
* marks the source's active call; other numbers are inactive results; / = not tested or not shown.

SMILES	PHOSPHO1 inh	GalR3 antag	MEKK2 WT-MEK5	MEKK2mut PB1 HTS	MEKK3 PB1 HTS	NALP1 inh	OXTR ag	V1aR counter	GPR7 antagonist
Cc1cccc(N(Cc2ccccc2)C(=O)c2ccc(CS(C)(=O)=O)cc2)c1	37	-2	103	-1	100	0	0.1	5.1	1
CC1(C)C(=O)Nc2ccccc2N1C(=O)c1ccc([N+](=O)[O-])cc1	19	-10	98	-6	103	23	-1.2	-1.2	32
Cc1cc(C)n(-c2ccc(C(=O)OCC(=O)c3c(N)n(C)c(=O)n(C)c3=O)cc2)n1	9	-3	116	4	116	17	1.1	4.1	-7
Cc1ccc(C(=O)N2CCN(c3ccc(NC(=O)c4ccc5c(c4)OCCO5)cc3)CC2)cc1	32	-5	102	10	105	8	7.1	11	32*
COc1ccc(S(=O)(=O)NCC(=O)N(CC(=O)NCC2CCCO2)c2cc(C)ccc2C)cc1 (configuration not stated)	-6	1	84	-10	80	14	-0.1	0.8	-7
O=C(NCCc1ccccc1)C1CCC(CNS(=O)(=O)c2ccccc2)CC1 (configuration not stated)	-1	-10	100	-2	99	12	3.6	4.0	21
COc1cccc(-c2cc(C(F)(F)F)nc(-n3ccc([N+](=O)[O-])n3)n2)c1	2	0	89	-5	94	10	-0.2	-0.9	-2
COc1ccc(C(=O)Nc2ccc(S(=O)(=O)N3CCOCC3)cc2)cc1[N+](=O)[O-]	14	-9	110	17	105	11	0.8	1.4	-9
Cc1cc2c(cc1C)C(c1cccc(F)c1)CC(=O)N2 (configuration not stated)	20	-8	100	2	100	-9	/	/	-17
CCCCn1c(NCc2ccncc2)nc2ccccc21	38	4	110	1	107	12	-0.1	-0.1	-3
O=C(Cc1cccc(C(F)(F)F)c1)N1CCCC1	14	-9	98	0	98	-26	-0.2	-1.2	-6
COc1ccc(N(C(=O)CNC(=O)c2ccco2)C(C(=O)NC2CCCC2)c2ccco2)cc1 (configuration not stated)	0	-10	99	-1	98	14	0.2	-0.8	5
Nc1nnn(CC(=O)N/N=C/c2ccccc2Cl)n1	33	-2	97	-7	97	-8	-0.5	1.3	-18
CCN(C(=O)CSc1nnc(-c2ccccc2Br)o1)C1CCS(=O)(=O)C1 (configuration not stated)	28	-6	82	-15	86	-24	1.1	0.5	-6
COc1cc(OC)cc(C(=O)N2CCN(Cc3cccc(F)c3)CC2)c1	-1	-2	92	-1	98	0	-0.7	-0.1	-5

The list goes on; the last four above are carried over.
SMILES	PHOSPHO1 inh	GalR3 antag	MEKK2 WT-MEK5	MEKK2mut PB1 HTS	MEKK3 PB1 HTS	NALP1 inh	OXTR ag	V1aR counter	GPR7 antagonist
COc1ccc(N(C(=O)CNC(=O)c2ccco2)C(C(=O)NC2CCCC2)c2ccco2)cc1 (configuration not stated)	0	-10	99	-1	98	14	0.2	-0.8	5
Nc1nnn(CC(=O)N/N=C/c2ccccc2Cl)n1	33	-2	97	-7	97	-8	-0.5	1.3	-18
CCN(C(=O)CSc1nnc(-c2ccccc2Br)o1)C1CCS(=O)(=O)C1 (configuration not stated)	28	-6	82	-15	86	-24	1.1	0.5	-6
COc1cc(OC)cc(C(=O)N2CCN(Cc3cccc(F)c3)CC2)c1	-1	-2	92	-1	98	0	-0.7	-0.1	-5
COc1ccccc1C1C(C(C)=O)=C(O)C(=O)N1c1ccc(O)cc1 (configuration not stated)	23	-9	98	2	101	13	0.5	1.7	-8
O=C(Cn1c(=O)n(-c2cccc(Cl)c2)c(=O)n1CC(=O)N1CCCCC1)N1CCCCC1	0	1	102	2	103	-15	0.2	1.0	-18
CCc1ccc(-c2cc(C)no2)cc1S(=O)(=O)Nc1cccc(CN2CCCC2)c1	13	-9	108	2	102	19	1.5	0.6	-9
CN1CCC=C(C(=O)N2c3ccccc3Sc3ccc(Cl)cc32)C1	34	-4	107	2	104	/	1.4	2.1	-7
Cc1cccc(-c2c(NC(=O)c3ccco3)oc3ccc(Cl)cc3c2=O)c1	32	5	98	2	102	-1	-0.8	1.7	-13
CS(=O)(=O)N(CC(=O)NCCSCc1c(F)cccc1Cl)c1ccc2c(c1)OCO2	0	-3	96	2	100	/	0.1	1.9	10
CCOC(=O)CSc1n[nH]c(=S)s1	60*	-5	90	-22	87	2	-1.0	0.4	-7
Cc1cc(N2CCN(S(=O)(=O)c3ccc(Cl)cc3)CC2)c2ccccc2n1	8	-8	112	11	110	7	7.3	12	-5
COc1ccc(NC2CCCN(C(=O)c3ccc(C)c(N4CCNC4=O)c3)C2)cc1 (configuration not stated)	-39	0	104	3	105	11	-0.1	-0.6	-6
COc1ccc(-n2ncc3c(=O)n(CC(=O)N4c5ccccc5CC4C)cnc32)cc1 (configuration not stated)	-8	-2	95	0	102	3	4.8	4.0	-9
Cc1nc2ccccc2n1C(=O)N1CCOCC1	-1	9	107	6	103	-3	0.6	1.1	-14
CCC(=NCc1ccc(Cl)c(Cl)c1)c1nc(-c2ccco2)oc1O	13	-1	102	1	99	37	-0.9	2.2	-12
O=C(NCc1ccco1)/C(=C\c1cccc([N+](=O)[O-])c1)NC(=O)c1ccco1	34	1	101	6	103	5	-1.2	-0.3	-9
CCN(C(=O)CN1C(=O)/C(=C/c2ccccc2F)SC1=S)C1CCS(=O)(=O)C1 (configuration not stated)	38	-8	100	0	97	-8	0.2	5.0	-5
CC(C)(C)NC(=O)CSc1nsc(SCC(=O)NC(C)(C)C)c1C#N	4	-7	96	1	99	4	8.5	7.2	7

A draw from above in order of heavy-atom count, largest number first:
SMILES	PHOSPHO1 inh	GalR3 antag	MEKK2 WT-MEK5	MEKK2mut PB1 HTS	MEKK3 PB1 HTS	NALP1 inh	OXTR ag	V1aR counter	GPR7 antagonist
CCc1ccc(-c2cc(C)no2)cc1S(=O)(=O)Nc1cccc(CN2CCCC2)c1	13	-9	108	2	102	19	1.5	0.6	-9
CC1(C)C(=O)Nc2ccccc2N1C(=O)c1ccc([N+](=O)[O-])cc1	19	-10	98	-6	103	23	-1.2	-1.2	32
Nc1nnn(CC(=O)N/N=C/c2ccccc2Cl)n1	33	-2	97	-7	97	-8	-0.5	1.3	-18
O=C(Cc1cccc(C(F)(F)F)c1)N1CCCC1	14	-9	98	0	98	-26	-0.2	-1.2	-6

Going on with the list:
SMILES	PHOSPHO1 inh	GalR3 antag	MEKK2 WT-MEK5	MEKK2mut PB1 HTS	MEKK3 PB1 HTS	NALP1 inh	OXTR ag	V1aR counter	GPR7 antagonist
Cn1cccc1/C=N/NC(=O)c1cccc(OC(F)(F)C(F)F)c1	-9	1	94	-1	95	25	-0.5	0.7	-5
Cc1cc(C)cc(NC(=O)CCCSc2nc3ccccc3[nH]2)c1	-4	1	103	1	99	20	-2.4	1.1	-10
NC(=S)Nn1c(CCC(=O)O)ccc1-c1ccccc1	-3	-1	105	0	102	16	0.5	0.5	-11
CCOc1nc(N=C(N)N)nc2c(C)cccc12	50	-2	/	/	/	18	-0.1	-0.3	-8
CCCn1nc2cc(C(=O)NCCc3cccs3)ccc2c1OCC	14	-3	100	-1	93	33	-2.1	-0.7	-7
COC(/C=C/Nc1ccc(C)c(C)c1)=C(C#N)C#N	16	1	94	-2	97	12	0.3	0.4	5
Cc1cc(=O)oc2cc(OCC(=O)NCC3CCCO3)ccc12 (configuration not stated)	18	-3	111	4	106	15	0.0	1.3	-2
Cc1nnc(NC(=O)CCn2c(=O)oc3ccccc32)s1	16	-9	96	3	99	0	4.0	3.0	11
Clc1ccc(-c2noc(CN3CCN(c4ccccc4)CC3)n2)cc1	14	-3	102	3	103	-4	-1.4	0.8	-15
COc1ccc(OCC(=O)Nc2ccc(S(=O)(=O)N3CCCC3)cc2)cc1	40	-7	98	1	100	-14	3.6	5.5	-9
O=C(O)c1ccc(-n2ccnc2)c([N+](=O)[O-])c1	0	-4	101	1	100	22	0.9	3.6	-10
CCOc1ccc(-c2csc(/C(C#N)=C\c3ccc(O)c([N+](=O)[O-])c3)n2)cc1	-13	1	73	-3	94	38	0.7	3.2	-9
O=C(NNC(=O)c1ccccc1O)c1ccc(Cl)cc1	-4	-3	89	-6	91	3	1.4	-0.1	-11
CCc1ccc(-c2nc(NC(=S)NC(=O)c3cccs3)sc2C)cc1	44	-6	95	2	101	-2	2.1	-0.1	-14
Cn1c(CSc2ncccn2)nnc1SCC(=O)N1CCCc2ccccc21	1	-5	/	/	/	12	-0.6	-0.5	7
CCc1cccc2c(-c3csc(=NC)n3C)c[nH]c12	-16	-3	113	0	113	13	4.4	1.9	11
O=C(COC(=O)c1cc(Br)c(Br)s1)NCCC1=CCCCC1	7	-6	106	5	123	/	-1.4	-0.2	0
C/C(Cl)=C/Cc1c(C)[nH]c2ccc(C)cc2c1=O	42	-1	94	0	96	0	-0.4	0.2	-7
CN(C)c1ccc(C2OC(=O)C(C)(C)C(=O)C2(C)C)cc1 (configuration not stated)	32	-3	104	6	106	-4	-1.5	-0.2	-1
Cc1cccc(S(=O)(=O)c2c(N)n(/N=C/c3ccco3)c3nc4ccccc4nc23)c1	19	-4	97	-3	100	-13	0.9	0.5	9
O=S1(=O)N=C(N2CCOCC2)c2ccccc21	11	0	113	10	110	-11	0.9	0.8	-6
COc1ccc(Oc2cc(C(F)(F)F)cnc2C(N)=O)cc1	-1	4	102	4	104	-6	0.7	0.1	-8
Brc1ccc(-c2noc(-c3ccccn3)n2)o1	25	-12	104	5	102	26	-0.3	-1.1	12
CCOC(=O)c1cnn(C)c1NC(=O)c1ccc([N+](=O)[O-])cc1	40	-5	98	-1	102	6	0.7	-0.1	-16
Cc1ccc(NC(=O)CCC(=O)NNC(=S)Nc2ccccc2)c(C)c1	-75	-2	83	-13	96	-2	0.2	0.0	-11
CCn1ncc(S(=O)(=O)N2CCN(c3cccc(OC)c3)CC2)c1C	/	2	107	7	103	4	1.2	-0.4	-4
Cc1ccc(CNC(=O)CNC(=O)[C@@H]2Cc3ccccc3CN2C(=O)OC(C)(C)C)cc1	24	-7	101	0	103	10	-0.5	0.3	-7
NC1=NN=C(N2N=C(c3ccco3)CC2(O)C(F)(F)F)n2ncnc2C1 (configuration not stated)	22	-1	98	-5	105	-9	0.6	-1.3	-3
O=C(Nc1ccc(F)cc1)C(NC1CCCCC1)c1ccccc1 (configuration not stated)	-3	-5	105	3	100	4	-2.2	-1.1	-5
CN(c1ccc(C(=O)N/N=C/c2cccc([N+](=O)[O-])c2)cc1)S(=O)(=O)c1ccccc1	0	-9	93	0	99	12	4.1	12	-2
COP(=O)(OC)c1nc(-c2cccc3ccccc23)oc1NCCc1ccccc1	7	0	116	1	113	6	-2.5	-0.3	6
O=C(NC1(C(F)(F)F)OCCO1)c1ccc(F)cc1	4	-2	97	-1	92	6	0.8	-0.3	2
O=C(O)c1cc([N+](=O)[O-])ccc1NCCc1ccccc1	-14	-3	100	-1	99	8	-0.5	1.1	-6
Cc1ccc(CN(C(=O)Cc2cccs2)C(C(=O)NC2CCCC2)c2ccncc2)cc1 (configuration not stated)	-9	-1	102	2	102	1	-1.6	-0.5	-13
CC(C)CN1C(=O)c2ccc(C(=O)NCc3ccccn3)cc2C1=O	53	-3	105	7	107	-8	0.7	1.5	-5
CC(C)C(=O)NC(CC(=O)O)c1ccccc1 (configuration not stated)	11	-2	102	-1	98	-6	0.0	0.3	5
Cc1nn(CCC#N)c(C)c1Oc1ccccc1O	43	-6	89	-15	93	/	0.8	0.6	-8
COc1cccc(-c2nc(-c3ccccn3)no2)c1	37	1	103	3	102	15	-1.6	2.0	2
N#Cc1c(SCC(=O)OCc2ccccc2)nsc1SCC(=O)OCc1ccccc1	15	-6	98	2	103	-13	2.5	2.4	-3
CN1C(=O)S/C(=C\c2ccc(-n3cncn3)cc2)C1=O	1	1	106	6	105	-7	0.6	-0.4	-3
COc1ccc(-c2cc(C(=O)NCCCn3ccnc3)c3ccccc3n2)c(OC)c1	8	-7	111	12	101	3	-1.4	-0.9	0
COc1ccc(N2CCN(CCNC(=O)Nc3ccc(Cl)cc3)CC2)cc1	18	-3	111	7	96	52	14	11	14
